Screening data: PubChem BioAssay, several laboratories
FadD28 binding: M. tuberculosis FadD28 bisubstrate binding inhibition | inhibition, % at 12.5 µM | actives 0.22% (n = 360,000) | AID 588549 | FadD28 bisubstrate probe binding, fluorescence polarization; in the data active = inhibition above about 8.5%, passing the limit was not always enough; inconclusive = no clear call, values can overlap the other calls
Anthrax LF prot: anthrax lethal factor protease inhibition; P15917; inhibition, % at 10 µM; AID 588501; multiplex microsphere protease cleavage assay, LF; actives 0.12% (n = 360,000); also: plate controls were buffer without enzyme for full effect and enzyme alone for no effect
BoNT A protease: BoNT A light chain protease inhibition; multiplex microsphere protease substrate cleavage, flow cytometry; actives 0.17% (n = 360,000); inhibition, % at 10 µM; also: plate controls were buffer without enzyme for full effect and enzyme alone for no effect
TcdB inh: TcdB glycohydrolase inhibition. P18177. TcdB glycohydrolase enzymatic assay, plate reader. inhibition, % at 9.99 µM. actives 0.24% (n = 350,000). AID 652162; in the data active = inhibition above about 10%
BoNT F protease: BoNT F light chain protease inhibition | inhibition, % at 10 µM | actives 0.22% (n = 360,000) | Multiplex microsphere protease cleavage assay, flow cytometry; in the data active = inhibition above about 35%, passing the limit was not always enough; inconclusive = no clear call, values can overlap the other calls; also: plate controls were buffer without enzyme for full effect and enzyme alone for no effect
Y pestis TopoI: inhibitors of Yersinia pestis topoisomerase I. Y. pestis Topo-I cleavage product accumulation, plate reader. activity, % at 10 µM. actives 0.064% (n = 360,000). AID 504884; in the data active = activity above about 50%, passing the limit was not always enough; inconclusive = no clear call, values can overlap the other calls; also: inactives centre near 2
CCHFV vOTU inh: CCHFV vOTU protease inhibition | Pep-AMC fluorescence | inhibition, % at 11.5 µM | actives 0.55% (n = 370,000); in the data active = inhibition above about 30%; also: 0% = vehicle wells with enzyme and 100% = no enzyme wells
PrPC TRFRET: cell surface PrPC inhibition, primary TR-FRET screen. P04156. TR-FRET read-out. inhibition, % at 13.8 µM. actives 0.43% (n = 370,000). AID 720596; in the data active = inhibition above about 24%; also: 0% = median of the test wells and 100% = reference compound wells
PfHsp40 yeast: compounds rescuing yeast from Plasmodium falciparum HSP40 toxicity | growth rescue, % at 12.5 µM | S. cerevisiae expressing PfHsp40, growth rescue, ATP luminescence | actives 0.68% (n = 340,000) | AID 504582; in the data active = growth rescue above about 28%, passing the limit was not always enough; inconclusive = no clear call, values can overlap the other calls;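 also: yeast W303a lacking pdr1 and pdr3 grown in galactose medium; growth measured after three days at 30 °C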
Starred values were filed as active, the others as inactive. Rule as the data show it, unless noted: active = inhibition above about 30%; inconclusive = no clear call, values can overlap the other calls; inactive = below that.

Screening CC(C)c1ccc(S(=O)(=O)N2CCN(C(C)C(=O)NC3CCCC3)CC2)cc1 (stereo not given) returned FadD28 binding -2.8, Anthrax LF prot -1, BoNT A protease 0.1, TcdB inh -1.0, BoNT F protease 3, Y pestis TopoI 14, CCHFV vOTU inh 2, PrPC TRFRET -5 and PfHsp40 yeast 0.1.
CC(C)(C)OC(=O)N(Cc1ccccc1)Cc1ccccc1OCc1ccc(NC(=O)C2CCC2)cc1 was read as FadD28 binding -0.6, Anthrax LF prot -4, BoNT A protease -0.5, TcdB inh -5.5, BoNT F protease -5, Y pestis TopoI 20, CCHFV vOTU inh 22, PrPC TRFRET 3 and PfHsp40 yeast -0.2.
For C#CCOC(=O)Nc1ccc(=O)n(Cc2c(Cl)cccc2Cl)c1 the results were FadD28 binding -1.6, Anthrax LF prot -9, BoNT A protease -0.5, BoNT F protease -1, Y pestis TopoI -2, CCHFV vOTU inh -8, PrPC TRFRET 1 and PfHsp40 yeast 0.4.
CCOC(=O)c1csc(-n2nc(C)cc2C(F)(F)F)n1 was read as FadD28 binding 0.8, Anthrax LF prot -4, BoNT A protease 0.1, TcdB inh -1.0, BoNT F protease 0, Y pestis TopoI 2, CCHFV vOTU inh 31*, PrPC TRFRET 8 and PfHsp40 yeast 0.0.
For O=C(COc1ncnc2sccc12)NC1CCCCC1 the results were FadD28 binding -0.9, Anthrax LF prot -6, BoNT A protease 2.2, TcdB inh 1.4, BoNT F protease -4, Y pestis TopoI 14, CCHFV vOTU inh 6, PrPC TRFRET 4 and PfHsp40 yeast -0.6.
Screening COc1ccc(CCC(C)NCc2ccc(F)cc2)cc1 (stereo not given) returned FadD28 binding -4.0, Anthrax LF prot 2, BoNT A protease -3.0, TcdB inh 0.1, BoNT F protease inconclusive, Y pestis TopoI -4, CCHFV vOTU inh 0, PrPC TRFRET -10 and PfHsp40 yeast -0.5.
`Cc1ccc(NC(=O)C2(C)CCN2CCc2ccccc2)cc1` (stereo not given) gave FadD28 binding 0.6, Anthrax LF prot 7, BoNT A protease -0.1, TcdB inh -0.1, BoNT F protease -3, Y pestis TopoI 15, CCHFV vOTU inh 7 and PrPC TRFRET -2.
Screening COC(=O)c1nc2ccc(C)cn2c1F returned FadD28 binding -0.3, Anthrax LF prot -6, BoNT A protease -0.4, TcdB inh -1.7, BoNT F protease -1, Y pestis TopoI -1, CCHFV vOTU inh -6, PrPC TRFRET 5 and PfHsp40 yeast 0.7.
For O=C(CCN1C(=O)/C(=C/c2cccc(Br)c2)SC1=S)Nc1cccnc1 the results were FadD28 binding -1.4, Anthrax LF prot 0, BoNT A protease 0.2, TcdB inh 0.3, BoNT F protease -2, Y pestis TopoI -4, CCHFV vOTU inh 8, PrPC TRFRET -5 and PfHsp40 yeast -1.5.
`COC(=O)c1ccc2c(=O)n(CC3CCCO3)c(SCC(=O)Nc3ccccc3OC)nc2c1` (stereo not given) gave FadD28 binding 0.4, Anthrax LF prot -6, BoNT A protease 1.1, BoNT F protease 6, Y pestis TopoI 1, CCHFV vOTU inh -5, PrPC TRFRET -1 and PfHsp40 yeast 0.1.

Arranged by molecular weight (descending): part of the list above
For C#CCOC(=O)Nc1ccc(=O)n(Cc2c(Cl)cccc2Cl)c1 the results were FadD28 binding -1.6, Anthrax LF prot -9, BoNT A protease -0.5, BoNT F protease -1, Y pestis TopoI -2, CCHFV vOTU inh -8, PrPC TRFRET 1 and PfHsp40 yeast 0.4.
`Cc1ccc(NC(=O)C2(C)CCN2CCc2ccccc2)cc1` (stereo not given) gave FadD28 binding 0.6, Anthrax LF prot 7, BoNT A protease -0.1, TcdB inh -0.1, BoNT F protease -3, Y pestis TopoI 15, CCHFV vOTU inh 7 and PrPC TRFRET -2.
For O=C(COc1ncnc2sccc12)NC1CCCCC1 the results were FadD28 binding -0.9, Anthrax LF prot -6, BoNT A protease 2.2, TcdB inh 1.4, BoNT F protease -4, Y pestis TopoI 14, CCHFV vOTU inh 6, PrPC TRFRET 4 and PfHsp40 yeast -0.6.

Continued.
CCOc1cccc(C2C(C(=O)c3cccs3)=C(O)C(=O)N2Cc2cccnc2)c1 (stereo not given) was read as FadD28 binding -1.6, Anthrax LF prot 2, BoNT A protease 0.3, TcdB inh 2.3, BoNT F protease -3, Y pestis TopoI 17, CCHFV vOTU inh -4, PrPC TRFRET -4 and PfHsp40 yeast -0.9.
`Cc1ccc(CN2CCN(/N=C/c3ccc(C(=O)O)cc3)CC2)c(C)c1` gave FadD28 binding -2.4, Anthrax LF prot -1, BoNT A protease 0.2, TcdB inh -2.7, BoNT F protease -4, Y pestis TopoI 7, CCHFV vOTU inh 5, PrPC TRFRET 6 and PfHsp40 yeast 1.0.
`COc1nc(-c2ccccc2)ccc1-c1noc(-c2cccs2)n1` gave FadD28 binding -4.0, Anthrax LF prot 0, BoNT A protease 0.8, BoNT F protease -10, Y pestis TopoI -9, CCHFV vOTU inh -1, PrPC TRFRET 3 and PfHsp40 yeast -1.4.
Cc1c(C(=O)NCc2ccc3c(c2)OCCO3)sc(=O)n1Cc1ccc(C(=O)N(C)C)cc1 was read as FadD28 binding -4.4, Anthrax LF prot -10, BoNT A protease -1.1, TcdB inh 1.7, BoNT F protease -11, Y pestis TopoI 7, CCHFV vOTU inh 20 and PrPC TRFRET 0.
CCOC(=O)N1CC(C)N(C(=S)Nc2ccccc2)CC1C (stereo not given) was read as FadD28 binding -2.9, Anthrax LF prot 4, BoNT A protease 0.9, TcdB inh 1.2, BoNT F protease 0, Y pestis TopoI 4, CCHFV vOTU inh -9, PrPC TRFRET 0 and PfHsp40 yeast -2.1.
CN(Cc1nnc(SCC(=O)NCCc2ccccc2)n1C)S(=O)(=O)c1ccccc1 was read as FadD28 binding -3.0, Anthrax LF prot -1, BoNT A protease -0.2, BoNT F protease -2, Y pestis TopoI 6, CCHFV vOTU inh -8, PrPC TRFRET -1 and PfHsp40 yeast 1.4.
`CC(=O)N1CCn2c3c(c4cc(C)ccc42)CCCC31` (stereo not given) gave FadD28 binding -2.4, Anthrax LF prot 2, BoNT A protease 3.0, TcdB inh 0.6, BoNT F protease -2, Y pestis TopoI 3, CCHFV vOTU inh -5, PrPC TRFRET 2 and PfHsp40 yeast 0.5.
For O=S(=O)(Nc1cccc(S(=O)(=O)N2CCCCC2)c1)c1ccc(Cl)s1 the results were FadD28 binding 2.4, Anthrax LF prot -7, BoNT A protease -0.9, BoNT F protease -4, Y pestis TopoI 0, CCHFV vOTU inh 11, PrPC TRFRET 2 and PfHsp40 yeast 0.2.
For CCOC(=O)C1=C(COC(=O)/C=C/c2ccc(OC)c(OC)c2)NC(=O)NC1C (stereo not given) the results were FadD28 binding -1.9, Anthrax LF prot -4, BoNT A protease 1.3, TcdB inh 0.6, BoNT F protease 5, Y pestis TopoI 2, CCHFV vOTU inh -6, PrPC TRFRET -3 and PfHsp40 yeast 0.4.
Screening COc1ccccc1N1CCN(S(=O)(=O)c2ccc(F)cc2)CC1 returned FadD28 binding -2.3, Anthrax LF prot -8, BoNT A protease 1.3, BoNT F protease 4, Y pestis TopoI 0, CCHFV vOTU inh 5, PrPC TRFRET 7 and PfHsp40 yeast 3.8.
Screening Cc1[nH]c2ccccc2c1/C=N\NC(=O)Cn1nnc(-c2ccccc2)n1 returned FadD28 binding -2.2, Anthrax LF prot -2, BoNT A protease 0.3, TcdB inh 0.8, BoNT F protease 2, Y pestis TopoI -5, CCHFV vOTU inh -9, PrPC TRFRET 1 and PfHsp40 yeast -0.3.
For Cc1ccc(C(=O)Nc2ccccc2N2CCCC2)cc1S(=O)(=O)N1CCOCC1 the results were FadD28 binding -0.8, Anthrax LF prot -6, BoNT A protease 0.2, TcdB inh -2.0, BoNT F protease -22, Y pestis TopoI 18, CCHFV vOTU inh 6, PrPC TRFRET 1 and PfHsp40 yeast 1.4.
Screening CC(C)c1ccc(NC(=O)Nc2nc(C(N)COCc3ccccc3)cs2)cc1 (stereo not given) returned FadD28 binding -7.2, Anthrax LF prot -5, BoNT A protease -0.4, TcdB inh 0.5, BoNT F protease -23, Y pestis TopoI -4, CCHFV vOTU inh 13 and PrPC TRFRET 7.
For CN1C[C@@H]2C(c3ccc(Cl)nc3)C3(c4ccc(C#N)cc4)CC2(C3)[C@H]1c1ccccc1 (stereo not given in full) the results were FadD28 binding -2.6, Anthrax LF prot -6, BoNT A protease 0.1, TcdB inh 0.0, BoNT F protease 0, Y pestis TopoI 8, CCHFV vOTU inh 4, PrPC TRFRET -1 and PfHsp40 yeast -0.7.
Screening COc1ccccc1CN1C[C@@H]2C[C@@H](c3ccc(C)cc3)N3CCC[C@@]23C1=O returned FadD28 binding 0.1, Anthrax LF prot -1, BoNT A protease -1.4, TcdB inh -0.6, BoNT F protease 1, Y pestis TopoI 24, CCHFV vOTU inh -3, PrPC TRFRET -6 and PfHsp40 yeast -0.5.
COc1cccc(OCCCn2ccnc2)c1 was read as FadD28 binding -1.0, Anthrax LF prot 16, BoNT A protease -1.4, TcdB inh 0.1, BoNT F protease inconclusive, Y pestis TopoI 1, CCHFV vOTU inh -11, PrPC TRFRET -4 and PfHsp40 yeast -0.9.
COc1cc(OC)cc(N(C(=O)CNC(=O)c2cccs2)C(C(=O)NCC2CCCO2)c2ccccc2)c1 (stereo not given) was read as FadD28 binding -4.4, Anthrax LF prot -6, BoNT A protease -0.8, TcdB inh 0.7, BoNT F protease -9, Y pestis TopoI 15, CCHFV vOTU inh 2, PrPC TRFRET 0 and PfHsp40 yeast -0.4.
`COc1cc2c(cc1O)C(Cc1ccc(O)cc1)[N+](C)([O-])CC2` (stereo not given) gave FadD28 binding -2.0, Anthrax LF prot -5, BoNT A protease -0.6, TcdB inh 0.4, BoNT F protease -7, Y pestis TopoI -2, CCHFV vOTU inh 5, PrPC TRFRET -2 and PfHsp40 yeast -0.7.
For O=C(O)CCc1nc(-c2ccc(Cl)cc2)no1 the results were FadD28 binding 0.5, Anthrax LF prot -4, BoNT A protease 0.0, BoNT F protease -14, Y pestis TopoI 0, CCHFV vOTU inh 6, PrPC TRFRET 4 and PfHsp40 yeast 0.4.
For COc1ccc(CCNC(=S)NC2CCN(Cc3ccccc3)CC2)cc1 the results were Anthrax LF prot -2, BoNT A protease 0.5, TcdB inh 1.0, BoNT F protease 4, Y pestis TopoI -4, CCHFV vOTU inh 7, PrPC TRFRET -6 and PfHsp40 yeast -1.1.
For COc1ccc(C(CNC(=O)c2[nH]c(C)c(C(C)=O)c2C)N2CCOCC2)cc1 (stereo not given) the results were FadD28 binding -1.3, Anthrax LF prot -4, BoNT A protease -3.2, TcdB inh 0.6, BoNT F protease -2, Y pestis TopoI -4, CCHFV vOTU inh 0, PrPC TRFRET 3 and PfHsp40 yeast 0.4.
`Cc1sc2nc(CN3CCCC3)nc(N3CCN(S(=O)(=O)c4ccccc4)CC3)c2c1C` gave FadD28 binding -7.8, Anthrax LF prot 10, BoNT A protease 3.4, TcdB inh -1.1, BoNT F protease -4, Y pestis TopoI 16, CCHFV vOTU inh -16, PrPC TRFRET -12 and PfHsp40 yeast 0.3.
`O=C(c1ccc(Br)o1)N1CCN(c2ccccc2F)CC1` gave FadD28 binding -1.8, Anthrax LF prot -1, BoNT A protease 0.9, BoNT F protease 2, Y pestis TopoI 13, CCHFV vOTU inh -6, PrPC TRFRET -2 and PfHsp40 yeast -1.8.
Screening CCC(C)NS(=O)(=O)c1ccc(NC(=O)c2cccs2)cc1 (stereo not given) returned FadD28 binding -2.5, Anthrax LF prot -3, BoNT A protease -0.1, TcdB inh 0.2, BoNT F protease 1, Y pestis TopoI -1, CCHFV vOTU inh 7, PrPC TRFRET 13 and PfHsp40 yeast 0.4.
For Cc1nn(CCC(N)=S)c2nc(-c3cccs3)cc(C(F)(F)F)c12 the results were FadD28 binding -5.4, Anthrax LF prot 1, BoNT A protease -0.5, TcdB inh -0.7, BoNT F protease 1, Y pestis TopoI 30, CCHFV vOTU inh 5, PrPC TRFRET -9 and PfHsp40 yeast 223*.
